Assay outcomes: PubChem, The Scripps Research Institute Molecular Screening Center
OX1R antag-1 = blocks the human orexin 1 receptor; O43613; OX1R-expressing cells, FRET antagonist read-out; inhibition, % at 6.6 µM; hit rate 1.8% among 330,000; AID 485270; in the data active = inhibition mostly above about 38%, no sharp cut-off; inactive = mostly below about 40%;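 note: 0% = agonist challenge alone and 100% = reference antagonist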
Target sequence (O43613 whole entry, looked up): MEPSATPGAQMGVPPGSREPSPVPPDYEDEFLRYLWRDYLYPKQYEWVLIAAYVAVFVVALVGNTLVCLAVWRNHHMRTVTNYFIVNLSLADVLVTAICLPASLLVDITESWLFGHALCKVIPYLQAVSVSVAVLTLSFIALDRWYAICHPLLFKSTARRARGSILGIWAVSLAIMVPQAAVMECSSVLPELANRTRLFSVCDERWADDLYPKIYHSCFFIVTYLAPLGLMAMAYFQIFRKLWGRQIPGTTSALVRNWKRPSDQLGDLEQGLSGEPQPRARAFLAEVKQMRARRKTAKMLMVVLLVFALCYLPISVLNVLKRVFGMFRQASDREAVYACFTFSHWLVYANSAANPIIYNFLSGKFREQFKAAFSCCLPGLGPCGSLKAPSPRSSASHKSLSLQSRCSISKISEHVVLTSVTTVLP
OX1R antag-2 = human HCRTR1 antagonism. O43613. CHO/OX1R cells, Fluo-8 calcium fluorescence, orexin A. inhibition, % at 5 µM. hit rate 0.43% among 330,000. AID 434989;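 active = inhibition above its plate's threshold, mean inhibition of all tested compounds on the plate plus 3 SD, cut at about 37% in these data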;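 note: 0% = orexin A challenge wells and 100% = SB-334867-A antagonist wells; not every result past the cut was called active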
The depositor's hits bear a star.

SMILES	OX1R antag-1	OX1R antag-2
Cc1ccc(S(=O)(=O)N2C[C@@H]3[C@H]4CC[C@H](C4)[C@@H]3[C@@H](C)[C@@H]2C2CCCCC2=O)cc1 (stereo partly specified)	9	-8
COc1cccc(C(=O)Nc2cccc(C(C)=O)c2)c1	15	-6
O=C(COc1ccccc1)NC1C(=O)N2C(C(=O)O)=C(Cl)CSC12 (stereo unspecified)	12	-7
Cc1nnc(SCc2cccc3ccccc23)n(N)c1=O	23	-14
Cn1c(=O)[nH]c(=O)c2c1nc(N1CCOCC1)n2CC(=O)c1ccccc1	19	-2
Nc1nc(NCCOCCO)nc(NCC2CCCO2)c1[N+](=O)[O-] (stereo unspecified)	13	-2
CCCn1nc(C(=O)Nc2ccc(S(=O)(=O)Nc3ncccn3)cc2)c2ccccc2c1=O	22	-28
O=C(CSc1nnc(-c2ccncc2)n1-c1ccc(Cl)cc1)N1CCOCC1	12	-8
O=C(Nc1nc2ccc(S(=O)(=O)N3CCCC3)cc2s1)c1cccs1	23	-25
CCOC(=O)c1ccc(NC(=O)c2c(NCc3ccccc3)[nH]c(=O)[nH]c2=O)cc1	-1	-28
CCCCOc1ccc(C(=O)N/C(=C/c2cccc([N+](=O)[O-])c2)C(=O)O)cc1	23	-6
CC(CN1CCN(Cc2ccccc2)CC1)OC(=O)c1ccco1 (stereo unspecified)	16	-14
CC(C)OP(=O)(OC(C)C)C(Nc1ccc(C(=O)O)cc1)c1ccccc1 (stereo unspecified)	18	-2
Cn1c(CCN2CCOCC2)nc2cc(NC(=O)c3cccs3)ccc21	6	-8
Cc1nnc(-c2ccc(Oc3ccc(Cl)cc3)c([N+](=O)[O-])c2)o1	0	2
Cc1ccc(COCCN2CCN(S(=O)(=O)c3ccccc3)CCC2=O)cc1	26	-29
CCSc1nnc(-c2cc(Br)ccc2NC(C)=O)c(=O)[nH]1	4	-4
C=C(C)CCC1(C)NC(=O)N(c2ccccc2)N1 (stereo unspecified)	8	-17
Cc1cccc(-c2noc(-c3ccc(F)cc3)n2)c1	2	-7
CC(C)Cn1c(=O)c2c(nc3n2CCS3)n(C)c1=O	5	-15
S=C(NCc1ccco1)N1CCN(c2ccccn2)CC1	6	-12
CCOC(=O)C1CCN(C(=O)CSCc2nc(-c3ccc(OCC)cc3)oc2C)CC1	42	29
O=C(NNC(=O)c1ccc2ccccc2c1O)c1ccccc1Cl	29	-18
COc1ccccc1N(CC(=O)NC(C)(C)C)C(=O)C1CSC(=O)C1 (stereo unspecified)	4	-8
O=[N+]([O-])c1ccc(O)c(/C=N\N=C2c3ccccc3-c3ccccc32)c1	20	6
CSc1nc(O)cc(=O)n1-c1ccc(F)cc1	10	-16
CCN1CCN(c2ccc(S(=O)(=O)N3CCCCC3)cc2NC(=O)c2cc3ccccc3o2)CC1	8	-36
Cc1cc(NC(=O)CSc2ccc(Cl)cc2)no1	1	25
CC(C)(C)NC(=O)C(c1ccc(F)cc1)N(CC1CCCO1)C(=O)CCC(=O)Nc1ccccn1 (stereo unspecified)	17	-13
CCOC(=O)Cn1nc(-c2ccc(F)cc2)cc(Cc2ccccc2)c1=O	18	-19
CC(=O)N1c2ccc(S(=O)(=O)N3CCC(C(=O)Nc4cccc(Cl)c4)CC3)cc2CC1C (stereo unspecified)	7	20
CC1=C(C(=O)OC2CCCCC2)C(c2cccs2)n2c(nc3ccccc32)N1 (stereo unspecified)	26	-27
Cc1ccc(S(=O)(=O)C2(C(=O)N(C)C3CCCCC3)CC2)cc1	5	-10
Cc1ccc(S(=O)(=O)N2CCCCC2CCNC(=O)C(=O)NCc2ccccc2)cc1 (stereo unspecified)	26	-17
O=C(c1ccncc1)N1CCc2ccccc2C1	14	0
O=[N+]([O-])c1ccc(O)c(Nc2ncnc3ccc(Br)cc23)c1	70	-12
Cn1c(/C(C#N)=C(\O)c2ccc([N+](=O)[O-])cc2)nc2ccccc21	20	-14
CCCOc1ccc(C2c3c(oc4ccccc4c3=O)C(=O)N2CCN(CC)CC)cc1OC (stereo unspecified)	26	-34
Cc1ccccc1NC(=S)NCC(c1cccnc1)N(C)C (stereo unspecified)	2	2
CCCc1cc(C(=O)Nc2cccnc2Cl)no1	5	-11
Cc1cc(-c2n[nH]c(=S)n2-c2ccc(F)cc2)nn1C	9	-12
CN(/C=C/C(=O)C(F)(F)C(F)(F)F)Cc1ccccc1	11	-10
COc1ccc(C2C(C(=O)Nc3cc(OC)c(OC)c(OC)c3)c3ccccc3C(=O)N2C)cc1 (stereo unspecified)	2	-33
CCOC(=O)[C@H]1[C@H]2COc3ccc(OC)cc3[C@@H]2N2C(=O)c3ccc(C)cc3NC(=O)[C@@]12C	5	-19
CCN1CCc2c(sc(N)c2C#N)C1	36	-4
CC(C)CC(=O)Nc1ccccc1N1CCN(c2ccc(F)cc2)CC1	18	-44
CCCn1cnc2c(cnn2-c2ccc(F)cc2)c1=O	5	-12
COc1cc(/C=C(/C#N)C(=O)NCc2ccccc2)cc(OC)c1OC	3	-33
Cc1cc(C)n2nc(-c3sccc3-n3c(C)ccc3C)cc2n1	76*	33
CCN1CCCC1CNCc1cccc(OC)c1OCc1ccc(F)cc1 (stereo unspecified)	8	-23
C=CCN1C(=O)C(C)(C)Nc2ccccc21	2	-7
COc1cc2[nH]c(=S)n(Cc3ccccc3)c(=O)c2cc1OC	27	-29
COc1cc(NC(=O)c2cc(Cl)nnc2Cl)cc(OC)c1OC	3	-5
O=C(CSc1nnc2c(n1)[nH]c1ccc(F)cc12)NCc1ccc(F)cc1	18	-18
Cc1ccccc1OC(C)C(=O)N1CCC(Cc2ccccc2)CC1 (stereo unspecified)	35	-21
N#C/C(=C\c1cccnc1)c1nc2c(s1)CCCC2	24	-15
c1ccc(-c2noc(CC3CCCCC3)n2)nc1	15	-29
CCN=C1SC(CC(=O)Nc2ccc(C(F)(F)F)cc2)C(=O)N1CC (stereo unspecified)	15	-5
O=C(C(Cc1ccccc1)n1cccc1)N1CCN(c2ncccn2)CC1 (stereo unspecified)	8	-23
O=S(=O)(/C=C/c1ccccc1)N1CCN(c2ccccc2)CC1	22	-18

OX1R antag-1, hit marks shown above
SMILES	OX1R antag-1	OX1R antag-2
Cc1cc(C)n2nc(-c3sccc3-n3c(C)ccc3C)cc2n1	76*	33

Grouped by structure, those above with a nitro group on carbon
SMILES	OX1R antag-1	OX1R antag-2
Nc1nc(NCCOCCO)nc(NCC2CCCO2)c1[N+](=O)[O-] (stereo unspecified)	13	-2
CCCCOc1ccc(C(=O)N/C(=C/c2cccc([N+](=O)[O-])c2)C(=O)O)cc1	23	-6
Cc1nnc(-c2ccc(Oc3ccc(Cl)cc3)c([N+](=O)[O-])c2)o1	0	2
O=[N+]([O-])c1ccc(O)c(/C=N\N=C2c3ccccc3-c3ccccc32)c1	20	6
O=[N+]([O-])c1ccc(O)c(Nc2ncnc3ccc(Br)cc23)c1	70	-12
Cn1c(/C(C#N)=C(\O)c2ccc([N+](=O)[O-])cc2)nc2ccccc21	20	-14

The main list resumes with the 2 entries that preceded the break.
SMILES	OX1R antag-1	OX1R antag-2
O=C(C(Cc1ccccc1)n1cccc1)N1CCN(c2ncccn2)CC1 (stereo unspecified)	8	-23
O=S(=O)(/C=C/c1ccccc1)N1CCN(c2ccccc2)CC1	22	-18
CN(CC(=O)Nc1ccccc1C(F)(F)F)C(=O)COc1ncnc2ccccc12	13	-14
Fc1cccc(CSc2nc3ncc(Cl)cc3[nH]2)c1	9	-12
Cc1cc(C)c(-n2c(O)c(C=NCCN3CCOCC3)c(=O)[nH]c2=O)c(C)c1	19	-2
CN(C)c1ccc(C(=S)Nc2ccccc2)cc1	10	-11
Cc1nnc(NC(=O)c2ccc(-c3cccc(C(F)(F)F)c3)o2)s1	13	-10
CC1(C)Cc2cccc(OCC(=O)N3CCN(S(=O)(=O)c4ccccc4)CC3)c2O1	8	-41
Cc1cc(Br)cc(Cl)c1OCC(=O)N1CCN(C(=O)c2ccco2)CC1	4	-27
CCC(C)NC(=O)c1ccccc1NC(=O)CN1C(=O)c2ccccc2S1(=O)=O (stereo unspecified)	27	-10
Cc1cc(C)nc(SCc2nnc(SCC(=O)Nc3c(C)cccc3C)o2)n1	17	-12
COc1cccc(NC(=O)c2ccco2)c1	17	3
CC(=O)c1ccc(N2CCN(c3ccc4cc(S(=O)(=O)N5CCC(C)CC5)ccc4n3)CC2)cc1	20	-6
CCC1=C(OC(=O)N(CC)CC)N2C(=O)OC(=NCC(=O)OC)[C@]2(C)[C@H]2C1=CC[C@H]1C(=O)N(C)C(=O)[C@H]12	15	-6
Cc1c(NC(=O)C(C)Sc2ccc3ccccc3n2)c(=O)n(-c2ccccc2)n1C (stereo unspecified)	16	-32
CN(C)c1cccc(C(=O)NCc2ccccc2)c1	14	1
COc1cc2c(cc1OC)-c1cc(Nc3ccc(F)cc3)nc(=O)n1CC2	20	-8
Cc1ccc2c(-c3ccc([N+](=O)[O-])cc3)cc(=O)[nH]c2c1	1	-17
O=C1CCN(C(=O)c2ccc(Cl)cc2)N1	10	-9
CCCC(=O)N1CCN(c2nc3ccc(Cl)cc3s2)CC1	7	-7
CC(C)c1ccc(CN(C(=O)/C=C/c2ccco2)C2CCS(=O)(=O)C2)cc1 (stereo unspecified)	2	-24
Cc1cccc(N2CCN(C(=O)c3cn(C)c(=O)c4c3c3ccccc3n4C)CC2)c1C	15	-24
COc1ccc(CCNC(=O)Cn2c(=O)oc3ccccc32)cc1OC	6	-19
CCOC(=O)c1cc(-c2cccc([N+](=O)[O-])c2)nc2[nH]c(=O)[nH]c(=O)c12	16	-11
O=C(NC(=S)NCCN1CCOCC1)c1ccccc1Cl	17	-7
Cc1ccc(NC(=O)C2CC(=O)n3c(nc4ccccc43)N2)cc1 (stereo unspecified)	12	9
C[C@H](NS(=O)(=O)c1ccc(F)cc1)C(=O)OCC(=O)c1c(N)n(C)c(=O)n(C)c1=O	0	-5
CCCCNC(=O)Cn1c2c(c(-c3ccccc3Cl)cc1=O)CCC2	19	-7
COc1cc(/C=C2/C(=O)N=C(N)N2C)cc(OC)c1OC	15	0
Cc1nc(NC(=O)c2ccccc2)sc1-c1csc(NCCc2ccccc2)n1	21	-6
C=CCn1c(/N=C/c2ccc(N(C)C)cc2)nc2ccccc21	11	-8
CC(=O)Nc1cccc(C(=O)NCCc2ccco2)c1	14	-8
COc1cc(C)nc(NS(=O)(=O)c2ccccc2)n1	14	6
CCOC(=O)C1=C(C(F)(F)F)Nc2ncnn2C1c1ccc(OC)cc1OC (stereo unspecified)	4	-12
CCCC1(CCC)NC(=O)NC1=O	12	-6
COc1ccc(NC(=O)CCNS(=O)(=O)c2ccc3c(c2)CC(C)N3C(C)=O)cc1 (stereo unspecified)	3	-43
Cn1c(N2C(=O)CC(Cc3ccccc3)C2=O)nc2ccccc21 (stereo unspecified)	3	-5
CC1=C[C@H]2Cc3cc(C)cc(C)c3S(=O)(=O)[C@@H]2C=C1	13	-24
O=C(NNC1=NCCC1)c1ccc(Br)cc1	4	-4
CCOC(=O)c1sc2nc(N3CCOCC3)c3c(c2c1N)CC(C)(C)N(C)C3	5	-22
O=C(NCCCN1CCOCC1)c1cn(-c2ccccc2)nc1-c1ccc(F)cc1	1	-16
CC1CN(S(=O)(=O)Cc2ccccc2)CC(C)O1 (stereo unspecified)	14	-13
O=C(CN1CCCC1)NCc1ccccc1	14	0
COc1ccc(/C=C/C(=O)NNC(=O)c2cc(C)oc2C)cc1	2	-13
CCOc1ccccc1N(C)C(=O)CCS(=O)(=O)c1ccc2c(c1)NC(=O)CO2	21	-21
Cc1c(NC(=O)C(C)Sc2ncnc3ccccc23)c(=O)n(-c2ccccc2)n1C (stereo unspecified)	6	-29
Cc1ccc(-n2cccn2)cc1	17	-14
Cc1cc(C)c(OCC(=O)Nc2ccc(S(=O)(=O)N3CCOCC3)cc2)c(C)c1	11	-21
O=C(CNC(=O)c1ccccc1)N/N=C/c1cccs1	12	-11
CC(C)Cn1c(O)c2ccc(C(=O)N=NC(=O)c3cccnc3)cc2c1O	53	-4
c1cnc(N2CCN(Cc3c[nH]c4ccccc34)CC2)nc1	5	-13
COc1ccc2c(c1OC)C(=O)N1C2SC(C)(C)[C@H]1C(=O)NC1CC1 (stereo partly specified)	17	-6
Nc1ncnc2c1ncn2[C@@H]1O[C@H](CNCc2ccc(OCc3ccccc3)cc2)[C@@H](O)[C@H]1O	1	-9
O=S(=O)(c1ccc(F)cc1)N1CCN(C(=S)NC2CC2)CC1	-6	7
O=C(CNC(=O)c1ccc2c(c1)OCO2)NCCOc1ccc(Cl)cc1	2	6
O=C1CCCC(O)=C1N=Nc1cccc(C(=O)O)c1	70*	-19
Cc1cn(Cc2ccccc2)c(=O)[nH]c1=O	-1	-1
C=CCNC(=O)/C(C#N)=C/c1cn(-c2ccccc2)nc1-c1cccs1	30	-39
CCOc1ccc(C(=S)NC2CCCCC2)cc1OCC	13	-26
CC(=O)Nc1ccc(S(=O)(=O)N2CCN3CCCC3C2)cc1 (stereo unspecified)	3	1
COc1ccc(NC(=O)CSc2nnc(Cc3cccn3C)n2-c2ccc(C)cc2)cc1OC	3	-28
O=C(CSc1ccc2ccccc2n1)c1ccccc1	4	-5
Cc1ccc(S(=O)(=O)N2CCOCC2)cc1NC(=O)CNCC1CCCCC1	22	-21
CCN(CC)CCCNC(=O)C1c2ccccc2C(=O)N1Cc1ccc(C)cc1 (stereo unspecified)	7	-4
CC(CNC(=O)COc1ccccc1)OC(=O)Nc1cccc(Cl)c1 (stereo unspecified)	18	-17

An excerpt of these results, with values under each structure.
Each structure is followed by: OX1R antag-1	OX1R antag-2
CCOC(=O)c1ccc(NC(=O)c2c(NCc3ccccc3)[nH]c(=O)[nH]c2=O)cc1
  -1	-28
CCCCOc1ccc(C(=O)N/C(=C/c2cccc([N+](=O)[O-])c2)C(=O)O)cc1
  23	-6
